Nrf2 block – Nrf2 pathway inhibition; A549 ARE-Fluc reporter, luciferase luminescence, 18-24 h; Potency, µM (doses to about 46 µM), inactives show at the highest dose activity change, negative = inhibition, hits mostly inhibitors; 2.1% of 360,000 active; also: potency is read from the fitted curve at half-maximal effect; % is scaled to controls: 0 for no effect and ±100 for the full control effect; nearly all actives have a fitted effect of over 60% in size
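In this cell-based qHTS, ARE-driven firefly luciferase in A549 cells reports Nrf2 activity; the luminescent signal after BugLite lysis is the measured value, with a prior CellTiter-Fluor read for cell health.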
ATXN2 expr inh – ATXN2 expression inhibition; HEK-293 ATXN2-luciferase reporter, luminescence, 24 h; Potency, µM (highest dose often 57 µM), for inactives: at the top dose activity change, negative = inhibition, most hits filed as inhibitors; 0.72% of 360,000 active; also: potency is read from the fitted curve at half-maximal effect; % is scaled to controls: 0 for no effect and ±100 for the full control effect; nearly all actives have a fitted effect of over 55% in size
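ATXN2-luciferase reporter cells (luciferase flanked by upstream and downstream ATXN2 gene portions) were treated 24 h at 37 °C with compounds at up to 57 uM. SteadyGlo luminescence gave expression; GF-AFC fluorescence gave viability.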
IL-1B inflam inh – inhibitors of inflammasome signaling (IL-1 beta secretion); THP-1 LPS/ATP IL-1B secretion, AlphaLISA, 16 h; active compounds read low; 4.7% of 360,000 active; AID 743279; activity change, % at 57.5 µM; in the data active = activity change below about -50%; inconclusive = mostly about -30% to -49%; also: % is scaled to controls: 0 for no effect and ±100 for the full control effect
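THP-1 cells pretreated 1 hr with compounds (up to 57.5 uM final), then stimulated with LPS (250 ng/mL final) plus ATP (1.25 mM final); secreted IL-1B measured by AlphaLISA after 16 hr, decreased signal indicating inhibition.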
HepG2 tox – counter-screen for TGF-b inhibitors: cytotoxicity in HepG2 cells; HepG2 CAGA-GFP viability, ATP luminescence, 18 h; Potency, µM (series often up to 46.1 µM), inactives show at the highest dose activity change, negative = cytotoxicity, usual class: cytotoxic; 0.76% of 410,000 active; AID 588856; also: potency is read from the fitted curve at half-maximal effect; some results filed as inactive show a strong effect at the top dose
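HepG2 CAGA-GFP cells (1000/well, DMEM with 1% FBS) received compound, then TGF-beta at 500 pg/mL final, and were incubated 18 hours at 37 degrees C. Viability was read by CellTiter-Glo luminescence. Media-only wells were set as complete cell-killing and DMSO as no toxicity.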
MCF10A rereplic – DNA re-replication induction in MCF 10a cells | AID 624296 | Potency, µM (doses to about 46.1 µM), for the others: top-dose activity, positive = re-replication, actives largely listed as activators | 2.9% of 350,000 active | MCF 10A DNA re-replication, Hoechst nuclear intensity, 48 h; also: potency is read from the fitted curve at half-maximal effect; % of control where 0% means no effect; nearly all actives have a fitted effect of over 50% in size
S2 tox – cell viability loss in ATXN counter-screen | S2 cells (HEK-293 line with an ATXN2-luciferase reporter) viability, CellTiter-Fluor protease fluorescence, 24 h | Potency, µM (titrated, usually from 56.7 µM), hits mostly cytotoxic | 0.49% of 400,000 active; also: potency is read from the fitted curve at half-maximal effect; nearly all actives have a fitted effect of over 40% in size
Nrf2 activator – activates Nrf2 signaling | Potency, µM (highest dose often 46.1 µM), for inactives: at the highest dose activation, actives largely listed as activators | 0.31% of 410,000 active | AID 624171 | AREc32 ARE-luciferase reporter (MCF7-derived line), luminescence, 24 h; also: potency is read from the fitted curve at half-maximal effect; % of control where 0% means no effect; nearly all actives have a fitted effect of over 65% in size
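AREc32 cells carrying an ARE-driven firefly luciferase reporter were seeded at 1000 cells/well in OPTI-MEM with 5% FBS, then exposed to compound for 24 hr at 37 deg C. Luminescence was read with Steady-Glo after 30 min at RT.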
A549 tox – A549 cytotoxicity, counter-screen for Nrf2 inhibitors | A549 ARE-Fluc cells, CellTiter-Fluor viability, 18-24 h | Potency, µM (titrated, usually from 46 µM), without a hit: at the highest dose activity change, negative = cytotoxicity, usual class: inhibitors | 0.16% of 390,000 active | AID 504648; also: potency is read from the fitted curve at half-maximal effect; % is scaled to controls: 0 for no effect and ±100 for the full control effect
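A549 ARE_Fluc cells in 5% FBS OPTI-MEM were exposed to compounds in concentration-response for 18-24 h at 37 deg C. Viability was read by CellTiter-Fluor fluorescence (Ex 405/Em 525) after 30 min, before the luciferase read.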
TGFb inhibitor – inhibitors of TGF-b signaling; HepG2 CAGA-GFP TGF-b/SMAD3 reporter, GFP fluorescence, 18 h; TGF-beta stimulated, 500 pg/mL final; Potency, µM (highest dose often 46.1 µM), inactives show top-dose activity, negative = inhibition, usual class: inhibitors; 1.2% of 410,000 active; AID 588855; also: potency is read from the fitted curve at half-maximal effect; % is scaled to controls: 0 for no effect and ±100 for the full control effect; nearly all actives have a fitted effect of over 65% in size
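Per well, imaged GFP fluorescence of HEPG2 CAGA-GFP cells gives the signal; cells get compound, then TGF-beta (500 pg/mL final), 18 h at 37 degrees C; %Activity versus -TGF-beta and +DMSO controls.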
Starred values were filed as active, the others as inactive; i = inactive; u = inconclusive; x = no result given; [ ] = dose if it differs, or a comment. Unless noted, calls follow the shape of the dose curve; as a rule, active = well fitted curve in the direction sought with a large enough effect; inconclusive = small, poorly fitted or top-dose-only effect, or another doubt; inactive = no such curve, though single readings can be large; an effect the other way counts as inactive or inconclusive. Compounds as they come, and some 8.8% of all compounds hit somewhere here.

mol	Nrf2 block	ATXN2 expr inh	IL-1B inflam inh	HepG2 tox	MCF10A rereplic	S2 tox	Nrf2 activator	A549 tox	TGFb inhibitor
CCc1n[nH]c(=S)n1/N=C/c1cccc2ccccc12	-11%	4%	7	3%	u	i	0.5%	-7%	-10%
O=C(Nc1cccc(NC(=O)c2ccco2)c1)c1ccc2c(c1)OCO2	x	5%	-17	-1%	-26%	i	9.8%	u	6%
Cn1cc(-c2cccc3nncn23)cn1	x	14%	24	1%	x	i	-1.1%	x	-1%
Nc1ccc(S(=O)(=O)NN=CC=Cc2ccccc2[N+](=O)[O-])cc1	5%	-13%	-8	-11%	2%	i	6.2%	0%	0%
Cc1cc(NC(=O)COc2ccc(Cl)cc2Cl)n(CCC#N)n1	10%	35%[activator]	-30	-32%	-12%	i	0.7%	0%	-25%
C[C@H](O)C#Cc1cnc2c(c1)C(=O)N([C@H](C)CO)C[C@@H](C)[C@H](CN(C)C(=O)Nc1ccc(C(F)(F)F)cc1)O2	x	-5%	u	-9%	x	i	4.1%	x	7%
COc1ccc(CN(C)S(=O)(=O)c2nnc(NC(=O)c3cccc(OC)c3)s2)cc1	7%	-14%	-6	-1%	u	i	0.3%	0%	-18%
COc1ccc2[nH]c3c(c2c1)CCN1C(=O)C(CC(=O)NCc2ccc(OC)c(OC)c2)C[C@H](C(=O)N2CCOCC2)[C@@]31C (stereo not given in full)	7%	0%	-6	11%	-7%	i	-0.5%	-1%	-21%
Cc1ccc(C(C)C)cc1OCC(=O)N/N=C/c1ccc2c(c1)OCCO2	-15%	-7%	9	-21%	u	i	4.2%	-3%	u
CCOCC(=O)OCC(=O)NC12CC3CC(CC(C3)C1)C2	5%	-2%	22	6%	-3%	i	-1.1%	-4%	2%
COc1ccc(NC(=O)CCCN2C(=O)CN(C)C2=O)cc1Cl	11%	x	10	-22%	-3%	i	0.3%	4%	-18%
COc1ccc(OC)c(-c2cnc(OC(C)(C)C)nc2OC(C)(C)C)c1	19%	x	72	-13%	u	i	-0.7%	18%	u
CC1(C)Nc2ccccc2C(=O)N1NC(=O)c1ccccc1	7%	x	5	7%	-5%	i	-0.6%	1%	-1%
CS(=O)(=O)c1ccc(C(=O)OCC(=O)N2CCCC2)cc1[N+](=O)[O-]	-10%	x	x	-102%	x	x	x	-5%	11µM*
Cn1ccc2c(N(c3ccccc3)C3CCCCC3)cc3c(c21)C1CCC3O1 (stereo not given)	x	-6%	33	-4%	x	i	0.5%	x	-7%
COc1ccccc1Nc1ncnc2ccc(C)cc12	10%	25%	3	-31%	11%	i	12%	2%	8%
CC1=C(c2ccc(C)c(C)c2)S(=O)(=O)N=C1N1CCC(C(=O)N2CCC(C)CC2)CC1	u	8%	x	-8%	x	i	5.4%	-2%	u
O=C(CSc1nnc(-c2ccco2)o1)N1CCCCC1	u	-10%	-21	-19%	0%	i	1.6%	3%	-19%
CCOC(=O)C1=C(C)NC(C)=C(C(=O)OCC)C1C(=O)OCC(=O)Nc1ccc(NC(C)=O)cc1	x	x	-23	-1%	x	i	0.8%	x	-4%
O=C(/C=C/c1ccccc1)OCC(=O)c1c[nH]c2ccccc12	27%	2%	-4	6%	-40%[inhibitor]	i	27%	9%	11%

Overlap with the part before: three compounds, followed by the next part.
mol	Nrf2 block	ATXN2 expr inh	IL-1B inflam inh	HepG2 tox	MCF10A rereplic	S2 tox	Nrf2 activator	A549 tox	TGFb inhibitor
O=C(CSc1nnc(-c2ccco2)o1)N1CCCCC1	u	-10%	-21	-19%	0%	i	1.6%	3%	-19%
CCOC(=O)C1=C(C)NC(C)=C(C(=O)OCC)C1C(=O)OCC(=O)Nc1ccc(NC(C)=O)cc1	x	x	-23	-1%	x	i	0.8%	x	-4%
O=C(/C=C/c1ccccc1)OCC(=O)c1c[nH]c2ccccc12	27%	2%	-4	6%	-40%[inhibitor]	i	27%	9%	11%
Cc1cc(NCc2ccco2)n2c(nc3ccccc32)c1C#N	-19%	-7%	-5	-8%	16µM*	u	5µM*	-10%	10%
Cc1oc(-c2ccccc2Cl)nc1CN1CCCCC1CO (stereo not given)	-4%	2%	-6	-6%	0%	i	-0.5%	-5%	-15%
Brc1cccc(-c2nnn3c2nc(N2CCCCC2)c2ccccc23)c1	7%	2%	x	6%	x	i	2.1%	4%	9%
CCc1nc2sc(C#N)c(N)c2c2c1CCCC2	-15%	-5%	28	10%	22%	i	0.0%	-7%	19%
CC1CCN(CC(O)COC2CC(C)CC(C)(C)C2)CC1 (stereo not given)	5%	2%	-6	-37%	-2%	u	-0.1%	-3%	0%
NC(=O)c1cnn2c(C(F)(F)F)cc(-c3ccc(F)cc3)nc12	u	-6%	8	-2%	11%	i	1.9%	u	-28%
Cc1c(NC(=O)CSc2nnc(C(C)Oc3ccc(Cl)cc3)n2-c2ccccc2)c(=O)n(-c2ccccc2)n1C (stereo not given)	x	-17%	-5	-12%	-3%	i	0.2%	1%	4%
COc1cc(Cn2c3ccc(NC(=O)NCc4ccc(F)cc4)cc3c(=O)n2C)ccc1F	x	-17%	61	5%	x	i	0.9%	x	u
CCn1c(COc2ccc(C)cc2)nnc1SCc1ccc(C#N)cc1	x	-17%	u	-2%	-5%	i	-0.2%	-9%	-16%
Cc1ccc(C(=O)CSc2nnc(-c3c[nH]c4ccccc34)o2)cc1	2%	-17%	16	-1%	5%	i	3.5%	-2%	-1%
Cc1c(C)n(C)c2ccc(C(=O)NCCCN3CCCC3)cc12	-17%	x	-15	-11%	6%	u	-0.1%	-5%	-1%
Cn1c(C(=O)N2CCCC(C(=O)O)C2)cc2sccc21 (stereo not given)	1%	3%	13	-29%	15%	i	0.1%	0%	3%
CCOC(=O)C1Nc2c(F)cc(C)cc2C2c3ccccc3CC12 (stereo not given)	-14%	u	u	-32%	u	i	11µM*	13%	u
O=C(Oc1ccccc1C(=O)Nc1ccccc1)c1ccc(Br)c([N+](=O)[O-])c1	u	x	-73*	-5%	u	i	u	-5%	u
Cn1cc(Br)c(C(=O)NC2CCCCCC2)n1	u	33%[activator]	6	0%	-2%	i	-0.3%	3%	-1%
COc1ccc(NC(=O)CSC2=Nc3ccccc3C3=NC(CCC(=O)NC4CCCCC4)C(=O)N23)cc1Cl (stereo not given)	-14%	10%	x	5%	x	i	4.3%	-6%	-7%
CCc1cccc(NC(=S)N(CCN(C)C)C2CCN(C(C)C)CC2)c1	-16%	-28%	0	-18%	2%	i	-0.3%	-24%	-1%
Cc1ccc(N2CC(NC(=O)Cc3ccc(F)cc3)CC2=O)cc1C (stereo not given)	x	x	x	0%	x	x	0.4%	-3%	-1%
COc1ccc(OC)c(S(=O)(=O)NCCCn2ccnc2)c1	-4%	-18%	-7	-17%	-2%	i	-0.1%	4%	-4%
O=S(=O)(Nc1ccc(-n2cnnn2)cc1)c1ccc(Cl)cc1	-7%	6%	1	21%	1%	u	-0.4%	-1%	-8%
Clc1ccc(N2CCN(/N=C/c3ccncc3)CC2)cc1	u	-8%	u	28%	19%	i	-0.4%	2%	-18%
CCC1CN(S(=O)(=O)c2cc(-c3cc(C)no3)ccc2OC)c2cc(Cl)ccc2O1 (stereo not given)	0%	x	x	-7%	x	x	0.3%	0%	-6%
COc1ccccc1CNC(=O)c1c(O)nc2c(C)cccn2c1=O	11%	-1%	x	-2%	x	i	-0.8%	1%	u
CN1C(=O)C(=O)/C(=C(/O)c2ccc(Br)cc2)C1c1ccccc1F (stereo not given)	11%	-2%	-7	-5%	0%	i	5.2%	-2%	0%
CC(C(=O)N1CCc2ccccc21)N1CCN(c2ccccn2)CC1 (stereo not given)	-1%	7%	0	-7%	5%	i	-0.2%	3%	u
CCOC(=O)Cc1cc(=O)n2[nH]c(C)c(-c3ccccc3OC)c2n1	2%	-19%[11.3 µM]	20	3%	-1%	i	-0.1%	-6%	6%
Cc1ccccc1-n1c(SC(C)C(=O)NCC2CCCO2)nnc1-c1ccncc1 (stereo not given)	26%	3%	25	1%	3%	i	-0.2%	3%	6%
O=C(CSc1nc(=O)n(CCN2CCOCC2)c2c1CCCC2)Nc1ccc(F)cc1F	13%	-5%	-12	-14%	-3%	i	0.1%	11%	-3%
COC(=O)c1sccc1NC(=O)c1ccccc1[N+](=O)[O-]	-1%	-9%	29	-2%	1%	u	11µM*	-2%	u
COc1ccc(CC(=O)NCc2nnc(SCC(=O)N3CCN(c4ccccc4)CC3)n2C)cc1	-9%	-3%	-3	0%	0%	i	0.2%	-9%	-15%
CCCCCCCCSc1n[nH]c(N)n1	-11%	3%	-5	-9%	-2%	i	-0.1%	0%	-9%
COC(=O)[C@]1(C)N[C@H](c2ccc(-c3ccccc3)cc2)[C@@H]2C(=O)N(C)C(=O)[C@@H]21	-16%	-1%	-2	-7%	-1%	i	-0.2%	1%	12%
CCOc1ccc(/C=C/C(=O)Nc2sc3c(c2C(=O)OC)CCC3)cc1	7%	10%	x	-14%	x	i	0.2%	6%	-1%

Source: PubChem BioAssay (National Center for Advancing Translational Sciences (NCATS))
